Mot1-301 SUMO: SUMOylation pathway inhibition by Mot1-301 growth rescue | S. cerevisiae Mot1-301 growth rescue, ATP luminescence, 38.5C; percent above DMSO median, 100 means doubled | growth rescue, % at 18.8 µM | 320,000 tested, 1% active | AID 2716;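 active = every valid replicate shows activation above 250% relative to neutral control wells; inactive = the rest, any valid replicate at or below 250%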;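 also: OY570 slx delta 5 strain wells were the positive control but not used for scaling; some compounds called inactive have numbers as strong as hits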
HTR5A ag ctr: HTR5A agonism, opioid heterodimer counter-screen. P47898. activation, % at 9.3 µM. 340,000 tested, 0.61% active. HTR5A agonist assay, luminescence, cell-based. AID 504692; in the data active = activation mostly above about 9.5%, no sharp cut-off; inactive = mostly below about 7.6%;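 also: 0% = cells with vehicle only and 100% = reference agonist; strong numbers were not always called active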
Tat export inh: E. coli Tat transport inhibition | E. coli MC4100 TorA-mCherry Tat export, fluorescence | inhibition, % at 10 µM | 340,000 tested, 0.036% active | AID 488895;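 active = mean replicate inhibition at least 50% and at least half of replicates individually reaching 50%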;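 also: exported cargo escapes ClpAP degradation while cytoplasmic cargo is degraded and loses fluorescence; 0% = median of neutral control wells and 100% = median of NaSCN control wells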
HTR5A inv ctr: inverse agonist of human HTR5A in OPRM1-OPRD1 counter-screen; P47898; HTR5A cell line, luminescence, inverse agonism; inhibition, % at 9.3 µM; 340,000 tested, 0.083% active; in the data active = inhibition mostly above about 23%, no sharp cut-off; inactive = mostly below about 18%;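 also: 0% = cells with DMSO and 100% = no-cell wells with DMSO; some compounds called inactive have numbers as strong as hits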
phage Ecoli inh: E. coli growth loss with phage present | inhibition, % at 11.9 µM | 360,000 tested, 0.26% active | growth absorbance; in the data active = inhibition above about 11%
PKA-R1A activ: activates the PKA-R1A holoenzyme complex | P00514+P68181 | PKA-R1A dissociation, Cy5-IP20 fluorescence polarization; scaled: DMSO 0%, 113 µM cGMP 100% | activation, % at 11.4 µM | 340,000 tested, 0.083% active;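 active = percent activation above the mean of all tested compounds plus 3 SD, cut at about 19% in these data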;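 also: higher means more PKAc released from R1A so a rise in polarization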
CDK5 inh: CDK5/p35 (human) kinase inhibition. 330,000 tested, 0.01% active. Recombinant CDK5/p35, ADP-Glo luminescence, 60 min. inhibition, % at 10 µM. Q00535+Q15078;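 active = highest replicate inhibition of at least 50% and at least 75% of replicates reaching 50%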;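 also: plate controls were DMSO neutral control for no effect and GW8510 at 10 µM for full effect; many of its hits are not listed in these tables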
Target sequence (Q00535 whole entry, looked up): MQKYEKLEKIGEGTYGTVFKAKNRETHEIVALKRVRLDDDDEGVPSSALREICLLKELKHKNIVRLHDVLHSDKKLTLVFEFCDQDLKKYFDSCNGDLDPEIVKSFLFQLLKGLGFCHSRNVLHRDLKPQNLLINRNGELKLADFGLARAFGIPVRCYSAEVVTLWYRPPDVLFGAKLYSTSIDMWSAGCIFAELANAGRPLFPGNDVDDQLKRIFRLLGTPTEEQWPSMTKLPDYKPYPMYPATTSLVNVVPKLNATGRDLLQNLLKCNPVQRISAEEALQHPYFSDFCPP
Target sequence (Q15078 whole entry, looked up): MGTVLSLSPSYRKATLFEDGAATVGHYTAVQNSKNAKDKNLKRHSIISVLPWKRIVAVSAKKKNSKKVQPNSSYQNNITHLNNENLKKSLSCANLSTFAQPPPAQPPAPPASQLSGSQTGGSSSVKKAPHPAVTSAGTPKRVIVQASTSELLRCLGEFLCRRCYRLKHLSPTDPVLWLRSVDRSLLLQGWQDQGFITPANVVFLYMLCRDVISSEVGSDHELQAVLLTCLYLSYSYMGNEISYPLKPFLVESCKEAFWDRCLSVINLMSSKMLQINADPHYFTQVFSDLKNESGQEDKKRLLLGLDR
AddAB inh: less growth of phage-infected E. coli with AddAB. E. coli expressing H. pylori AddAB, absorbance growth. inhibition, % at 11.9 µM. 330,000 tested, 0.29% active; in the data active = inhibition above about 12%;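 also: 0% = vehicle wells of infected cells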
DAGLB inh: diacylglycerol lipase beta (human) inhibition; Q8NCG7; HEK293T DAGLB membrane lysate, EnzChek fluorogenic substrate; inhibition, % at 5.17 µM; 340,000 tested, 0.059% active; AID 504411; in the data active = inhibition above about 34%;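 also: 0% = enzyme with vehicle and 100% = wells lacking enzyme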
E coli growth: bacterial growth inhibition, counter-screen for AddAB inhibitors; E. coli V3065 growth, OD600 absorbance, 18 h; inhibition, % at 11.9 µM; 330,000 tested, 0.27% active;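 active = inhibition above the campaign's mean inhibition across all tested compounds plus 3 SD, cut at about 9.9% in these data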;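 also: uninfected addAB+ strain grown without phage in ampicillin broth; 0% = DMSO wells and 100% = ciprofloxacin 0.95 µg/ml wells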
PKA-R2B activ: activators of human PKA-R2B complex; P22694+P31323; activation, % at 11.4 µM; AID 504700; 340,000 tested, 0.079% active; PKA-R2B holoenzyme dissociation, Cy5-IP20 fluorescence polarization; R2B truncated from residue 108, S112A mutant; 0% DMSO only, 100% 113 µM cGMP;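 active = activation above a cutoff set at the mean over all compounds plus 3 SD, cut at about 18% in these data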;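 also: higher means more holoenzyme dissociation and a rise in polarization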
Target sequence (P31323 whole entry, looked up, other chains not shown, the tested form may be a part): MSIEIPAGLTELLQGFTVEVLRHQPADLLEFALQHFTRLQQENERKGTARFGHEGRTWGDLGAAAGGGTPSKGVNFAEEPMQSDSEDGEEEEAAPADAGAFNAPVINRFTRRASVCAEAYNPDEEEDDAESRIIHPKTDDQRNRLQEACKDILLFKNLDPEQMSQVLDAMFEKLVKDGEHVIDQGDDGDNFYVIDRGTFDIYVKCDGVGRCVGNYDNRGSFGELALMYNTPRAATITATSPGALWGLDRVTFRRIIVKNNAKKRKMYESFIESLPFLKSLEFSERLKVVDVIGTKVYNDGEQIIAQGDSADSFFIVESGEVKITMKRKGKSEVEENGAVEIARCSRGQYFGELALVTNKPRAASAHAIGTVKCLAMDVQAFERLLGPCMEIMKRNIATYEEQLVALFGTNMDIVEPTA
* = called active by the depositor; nt = no result given.

SMILES | Mot1-301 SUMO | HTR5A ag ctr | Tat export inh | HTR5A inv ctr | phage Ecoli inh | PKA-R1A activ | CDK5 inh | AddAB inh | DAGLB inh | E coli growth | PKA-R2B activ
CCn1cnc2c1c(=O)n(CC(=O)NCc1ccccc1)c(=O)n2Cc1ccccc1 | 17 | 6 | 1 | -15 | 3.7 | -13 | -0.4 | -2.1 | 1 | -3.0 | -15
COc1ccc(Cl)cc1NC(=O)COC(=O)C1CC1 | -4 | 4 | -9 | -18 | -1.2 | -1 | 1.1 | -0.8 | -3 | -3.0 | 1
CC(/C=N/NC(=O)c1cc(-c2cccn2C)n[nH]1)=C\c1ccccc1 | 9 | nt | 3 | nt | 0.5 | nt | 0.4 | 1.1 | nt | -0.4 | nt
COc1ccc(CCN(C)C(=O)CSc2nnc(C3CC3)n2N)cc1OC | 27 | -2 | 6 | -15 | 3.7 | 2 | 2.7 | 4.1 | 2 | -1.7 | -1
O=C(COc1ccc(Cl)cc1Br)N1CCN(S(=O)(=O)c2ccccc2)CC1 | -4 | 2 | 26 | -7 | 2.1 | -10 | 1.1 | nt | -3 | nt | -3
COc1ccc(/C=C2/C(=O)N(c3nc4ccccc4s3)N=C2CSc2ccc(Cl)cc2)cc1 | 6 | 5 | -3 | -10 | 3.1 | -2 | 2.3 | 0.4 | 28 | -0.7 | -4
CCOC(=O)N1CCN(C(=O)CCc2ccc(S(=O)(=O)NCC(C)C)cc2)CC1 | -13 | 5 | 0 | -61 | 0.2 | 8 | 0.9 | -0.1 | 0 | 2.5 | 2
O=C(CN1CCN(C(=O)N2CCOCC2)CC1)Nc1ccc(Br)cc1 | -5 | 0 | -2 | 14 | -0.5 | -9 | -3.0 | 1.4 | 1 | 0.4 | 1
COc1ccc(CN(Cc2nc3ccccc3c(=O)[nH]2)C(=O)NC2CCCCC2)cc1 | 10 | 1 | -5 | -11 | 3.6 | -11 | -1.2 | -0.2 | -1 | -0.5 | -3
CC(c1ccccc1)N1CCC(CNC(=S)Nc2cccc(Cl)c2)C1 (stereo unspecified) | 3 | 0 | 0 | -10 | 3.4 | -2 | 0.2 | 0.4 | -2 | -2.0 | 2

2 of the compounds above, with values under each structure.
Each structure is followed by: Mot1-301 SUMO, HTR5A ag ctr, Tat export inh, HTR5A inv ctr, phage Ecoli inh, PKA-R1A activ, CDK5 inh, AddAB inh, DAGLB inh, E coli growth, PKA-R2B activ
O=C(CN1CCN(C(=O)N2CCOCC2)CC1)Nc1ccc(Br)cc1
  -5, 0, -2, 14, -0.5, -9, -3.0, 1.4, 1, 0.4, 1
COc1ccc(CN(Cc2nc3ccccc3c(=O)[nH]2)C(=O)NC2CCCCC2)cc1
  10, 1, -5, -11, 3.6, -11, -1.2, -0.2, -1, -0.5, -3

(cont.)
SMILES | Mot1-301 SUMO | HTR5A ag ctr | Tat export inh | HTR5A inv ctr | phage Ecoli inh | PKA-R1A activ | CDK5 inh | AddAB inh | DAGLB inh | E coli growth | PKA-R2B activ
CC1CCCN(C(=O)COC(=O)c2ccc3[nH]c4c(c3c2)CCCC4)C1 (stereo unspecified) | -2 | 13 | 16 | -36 | 1.0 | 2 | -1.8 | -1.3 | -2 | -2.0 | 8
Cc1ccc(C)c(SCC(=O)Nc2cccc(S(=O)(=O)N3CCOCC3)c2)c1 | nt | 1 | -2 | -17 | 1.8 | -2 | -0.1 | nt | -3 | nt | 5
O=C(Nc1ccc(Oc2cccc(C(F)(F)F)c2)nc1)c1ccco1 | 342* | 5 | -1 | -31 | 3.2 | 7 | 0.5 | 3.8 | -2 | 1.5 | 0
Cc1nn2c3ccccc3nc2c2ccccc12 | 5 | 0 | -3 | -36 | 3.2 | -9 | -3.4 | 4.1 | -2 | 2.4 | -1
O=C(C(O)c1ccccc1)N1N=C(c2ccccc2)CC1(O)C(F)(F)F (stereo unspecified) | -9 | 4 | 4 | -15 | 2.2 | 1 | -0.1 | nt | 3 | nt | -1
CC(=O)N1N=C(c2ccc(NS(C)(=O)=O)cc2)CC1c1ccc2nccnc2c1 (stereo unspecified) | -14 | 1 | -1 | -2 | 0.6 | -6 | -0.5 | -0.9 | 2 | 0.0 | -6
COc1cc2c(cc1OC)CN(C(=O)CCc1c[nH]c3ccccc13)[C@H](C(=O)O)C2 | 57 | -1 | 3 | 5 | 2.4 | -8 | -1.1 | 0.9 | -5 | -2.9 | -2
O=C(CCCc1ccccc1)Nc1ccccc1[N+](=O)[O-] | 35 | -1 | 2 | 4 | 3.7 | -4 | -0.5 | 2.4 | -8 | -1.2 | -2
CC(=O)NCCc1nc2ccccc2n1CCc1ccccc1 | nt | 2 | 1 | -5 | 5.3 | -9 | 0.2 | nt | 1 | nt | 5
Cc1c(C#N)c(N=CN(C)C)c(C(=O)c2ccc(Br)cc2)n1-c1ccc(Cl)cc1 | 1 | -4 | 1 | 2 | 3.8 | 3 | 0.3 | 0.3 | 0 | -0.3 | -7
O=c1[nH]c(Nc2ccccn2)cc2ccccc12 | 63 | 2 | -13 | -18 | 2.2 | -6 | 1.6 | 2.3 | -1 | -0.3 | 7
O=C1c2ccccc2C(=O)N1CCCc1nc(-c2cccnc2)no1 | 18 | 0 | 4 | -16 | 3.1 | -14 | 1.7 | 0.3 | 2 | -0.9 | -2
Cc1ccsc1/C=N/n1c(-c2ccccc2)n[nH]c1=S | 1 | 2 | -1 | 1 | 4.2 | 6 | 2.6 | 0.9 | 0 | -0.2 | -7
CN(CC(=O)NCc1ccccc1)CC(=O)Nc1ccc(Cl)c(C(F)(F)F)c1 | 0 | 7 | 5 | -19 | -1.1 | -7 | -0.7 | 1.1 | -1 | 0.3 | 1
CCS(=O)(=O)C1=NSC2=NC(=O)/C(=C\c3ccc(OC(=O)c4ccco4)c(OC)c3)C(=N)N21 | -3 | 3 | 0 | -12 | 0.0 | -6 | nt | 1.9 | 4 | 1.6 | 2
NNC(=O)CN1C(c2ccc(Br)cc2)=Nc2ccc(Br)cc2C1c1ccccc1 (stereo unspecified) | -17 | 1 | -2 | -2 | 1.5 | -1 | -1.4 | 0.5 | 0 | 2.2 | -12
Nc1nonc1C(=O)NCCNCc1ccccc1OCc1ccccc1F | 1 | 1 | 3 | -2 | 1.9 | 7 | -0.1 | 1.4 | -1 | -0.6 | 10
COc1ccc(OC)c(NC(=O)c2cccc(NC(=O)c3ccccc3C(=O)O)c2)c1 | -3 | 4 | -4 | -16 | 3.1 | -4 | -1.4 | 0.1 | -4 | 0.7 | -6
CS(=O)(=O)N(Cc1ccccc1)c1ccccc1C(=O)N1CCN(c2ccccc2)CC1 | 4 | 3 | 11 | -8 | 1.5 | 9 | -2.0 | 0.5 | 1 | 1.2 | -8
CCCCc1ccc(Nc2ncccc2C#N)cc1 | 2 | 0 | 4 | 2 | 3.0 | -26 | 3.1 | 4.1 | -7 | 0.7 | -7
NC(=NCCc1ccccc1)NS(=O)(=O)c1ccccc1F | -36 | 0 | -7 | -4 | 3.5 | -11 | 1.8 | 1.2 | -2 | -0.3 | 0
O=C(CSc1nnc(Cc2ccccc2)n1-c1cccc(Cl)c1)N1CCOCC1 | 107 | -2 | -1 | 7 | 2.6 | -4 | 0.9 | 3.9 | 2 | 1.5 | -7
Cc1cc(C(=O)NC2CC(C)(C)Cc3c2cnn3-c2cccc(F)c2)nn1C (stereo unspecified) | 0 | 5 | 0 | 5 | 0.9 | 6 | -0.8 | 3.0 | 2 | 2.9 | -5
CC1=CCC2C(=O)N(c3nc4ccccc4n3C)C(=O)C2C1 (stereo unspecified) | -13 | -2 | 0 | 6 | 0.6 | -4 | -0.4 | 0.6 | 0 | 0.6 | 2
N#Cc1cccc(S(=O)(=O)NCCOc2ccccc2F)c1 | 15 | 5 | 3 | -13 | 1.5 | -13 | 0.5 | 2.0 | 3 | -3.2 | 5
COc1ccc(Nc2cc(NCCCO)c([N+](=O)[O-])c3nonc23)cc1 | 382* | -5 | -31 | 18 | -0.5 | 1 | 0.3 | 0.3 | 1 | 0.6 | -8
CCCCCOC(=O)c1[nH]c2c(c1C)C(=O)CC(c1ccco1)C2 (stereo unspecified) | -10 | 1 | -3 | -3 | nt | -5 | -1.0 | 3.5 | 0 | -0.7 | 9
O=C1CN(C(=O)c2cccs2)c2ccccc2N1 | 2 | 9 | -9 | 1 | 1.7 | -1 | -0.7 | 3.2 | 4 | -0.6 | -9
Cc1noc(C)c1COC(=O)[C@@H](NC(=O)c1ccccc1)C(C)C | nt | -3 | -2 | -16 | 1.6 | 6 | -4.6 | 0.0 | -1 | 3.4 | -4
CSCCC(NC(=O)c1ccco1)C(=O)N1CCN(C(c2ccccc2)c2ccccc2)CC1 (stereo unspecified) | nt | 3 | 2 | -9 | 3.3 | -12 | 0.2 | nt | -4 | nt | 2
CCCCn1c(-c2ccc(F)c(F)c2)nc2cc3[nH]c(=O)c(C(C)C)nc3cc21 | -17 | 1 | -7 | -15 | 1.7 | 5 | -2.4 | 2.5 | -2 | 1.5 | -9
CCc1ccc2nc(N(CCN(C)C)C(=O)/C=C/c3cccs3)sc2c1 | 14 | 3 | 3 | -12 | nt | -10 | -2.4 | 0.9 | -3 | -2.5 | -1
Cc1ccc(/C=C2\SC(=S)N(CCCC(=O)Nc3cccc(C(=O)O)c3)C2=O)cc1 | -1 | 0 | -2 | 15 | 0.2 | -4 | -1.8 | 1.1 | 3 | 1.9 | -5
COc1cccc(-n2ccn(CC(=O)NCCc3ccccc3)c(=O)c2=O)c1 | -25 | -2 | 2 | -26 | 3.1 | -6 | -0.2 | 3.9 | -1 | -2.0 | 0
O=C(N[C@H]1C/C=C\C[C@@H](CC(=O)N(CCO)Cc2ccccc2)C(=O)N2CCC[C@H]2COC1=O)OCC1c2ccccc2-c2ccccc21 | -6 | 1 | -5 | -2 | 2.4 | -13 | 2.0 | 2.9 | 0 | -5.7 | -12
CCOC(=O)C1(CCOC)CCN(Cc2cc3ccccc3s2)CC1 | -16 | -3 | 9 | -13 | 0.6 | 2 | 1.8 | 1.5 | -4 | 0.8 | -18
COc1ccc(N2CCN(C(=O)CN3C(=O)NC4(CCCCC4C)C3=O)CC2)cc1 (stereo unspecified) | -7 | 3 | -15 | -12 | 2.6 | -8 | 1.4 | 1.5 | -3 | -0.2 | -5
Cn1cc(CNCc2cn[nH]c2-c2ccc(F)cc2)c(-c2ccc3c(c2)OCCO3)n1 | 16 | -4 | -25 | 11 | 5.0 | 1 | -0.4 | -2.4 | -2 | 0.7 | -5
O=C(CCn1ccnc1)Nc1nc2ccccc2[nH]1 | -2 | -5 | 1 | 11 | 4.5 | -8 | 0.4 | 0.8 | -1 | 0.1 | -12
CC(C)Cc1ccc(C(=O)NCCOc2ccccc2)o1 | 29 | 1 | -5 | -2 | 4.0 | -5 | -0.2 | -0.6 | -1 | 0.5 | -21
O=C(CNC(=O)c1ccco1)OCC(=O)c1ccccc1 | 8 | 3 | 4 | 2 | 1.7 | -3 | 2.9 | 0.7 | -3 | -2.2 | 3
CCc1ccccc1NC(=O)C/C(C)=N/NC(=O)COc1ccccc1C | -29 | 0 | 11 | 18 | 3.4 | -6 | 2.9 | 4.2 | -2 | -0.5 | -6
COCCn1c(SCC(=O)NCc2ccc(OC)c(OC)c2)nc2ccccc21 | 296 | 2 | 7 | -6 | -1.4 | 3 | -3.7 | 1.8 | 0 | -3.0 | 11

Screening data from PubChem BioAssay.
